Compound activity deposited in PubChem by Johns Hopkins Ion Channel Center.
CHT block: inhibitors of human choline transporter CHT. AID 488975. Q9GZV3. B-score at 10 µM. hit rate 0.86% among 310,000. CHT-expressing cells, membrane potential dye, choline response; hits give low values;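 active = B-score over 3 SD under the library average, and starting fluorescence ratio not unusually high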;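 also: choline stimulus applied at its EC90 after an EC20 pre-addition; B-score computed on integrated fluorescence ratio after choline addition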
Target sequence (Q9GZV3 whole entry, looked up): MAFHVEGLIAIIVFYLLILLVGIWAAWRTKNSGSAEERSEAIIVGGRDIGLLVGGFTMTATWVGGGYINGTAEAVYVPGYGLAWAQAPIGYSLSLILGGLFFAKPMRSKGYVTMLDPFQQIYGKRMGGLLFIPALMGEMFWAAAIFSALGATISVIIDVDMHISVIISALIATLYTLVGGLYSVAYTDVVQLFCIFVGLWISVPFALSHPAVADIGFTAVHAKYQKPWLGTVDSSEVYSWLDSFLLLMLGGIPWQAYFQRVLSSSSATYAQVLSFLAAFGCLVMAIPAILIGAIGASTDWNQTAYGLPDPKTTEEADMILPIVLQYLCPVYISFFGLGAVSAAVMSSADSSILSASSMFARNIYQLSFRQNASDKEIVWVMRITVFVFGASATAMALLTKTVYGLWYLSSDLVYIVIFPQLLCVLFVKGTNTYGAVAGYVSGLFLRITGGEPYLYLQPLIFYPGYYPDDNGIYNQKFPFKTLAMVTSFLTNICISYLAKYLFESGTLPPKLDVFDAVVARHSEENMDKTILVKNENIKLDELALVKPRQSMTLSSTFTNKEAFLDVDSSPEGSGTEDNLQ
CHT allo act: allosterically activates the human high affinity choline transporter. CHT-expressing cells, membrane potential dye, choline EC20; hits give high values; LV-AA mutant CHT in HEK293 cells. B-score at 10 µM. hit rate 0.49% among 310,000. AID 488977;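 active = initial fluorescence not abnormally high and integrated response B-score, plate-corrected, over 3 SD above library mean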
Active calls of the source: *; i = inactive.

item	Compound	CHT block	CHT allo act
1	CCOC(=O)N1CCC(NC(=O)C2CCCN(Cc3nc(-c4cccc(Cl)c4)oc3C)C2)CC1 (stereo not given)	-6.4*	i
2	Cc1cccc(N(C(=O)CNC(=O)c2ccco2)C(C(=O)NCC2CCCO2)c2ccccc2)c1 (stereo not given)	i	i
3	COc1ccc(NS(=O)(=O)c2cccc(C(=O)OCC(=O)Nc3cc(C)on3)c2)cc1	i	i
4	CC(c1ccncc1)C(C)c1ccncc1 (stereo not given)	i	i
5	O=C(N/N=C/c1cccc(Cl)c1)C(c1ccncc1)N1CCOCC1 (stereo not given)	i	i
6	Cc1ccc(S(=O)(=O)Nc2ccc3c(c2)ncn3C(C)(C)C)cc1	i	i
7	Cc1nn(-c2ccccc2)c2c1C(c1cccc([N+](=O)[O-])c1)N(c1ccccc1)C(=O)N2 (stereo not given)	i	i
8	CCCS(=O)(=O)N1CCCC(C(=O)NCCN(CC)c2ccccc2)C1 (stereo not given)	i	i
9	CCN(CC)S(=O)(=O)c1cccc(C(=O)N/N=C2\CC(=O)CC(C)(C)C2)c1	i	i
10	O=C(Nc1ccccc1Oc1cccnc1)C1CCCN(Cc2ccc(F)cc2)C1 (stereo not given)	i	i
11	Cn1cccc1Cc1nnc(SCC(=O)N2CCCCCC2)n1CCc1ccccc1	i	i
12	O=C(NCC1CC1)C1(C(F)(F)F)C/C(=C\Cc2ccccc2)CCCO1 (stereo not given)	i	i

The results go on:
item	Compound	CHT block	CHT allo act
13	Cc1cccc(N2CC(C(=O)Nc3ccc(S(=O)(=O)Nc4nccs4)cc3)CC2=O)c1C (stereo not given)	i	i
14	Cn1cnc2ccc([N+](=O)[O-])cc2c1=O	i	i
15	O=C(NCCCn1ccnc1)/C(=C\c1ccc(Br)cc1)NC(=O)c1ccccc1	-5*	i
16	CCNC(=S)NNC(=O)CCc1nc2cc(Cl)ccc2n(Cc2ccccc2)c1=O	i	i
17	Cc1ccc(S(=O)(=O)N/N=C\c2ccc3c(c2)OCO3)cc1C	i	i
18	COc1ccc(S(=O)(=O)N(C)CC(=O)Nc2ccc(F)cc2)cc1	i	i
19	C=CCn1c(SCc2cc(=O)n3cc(C)ccc3n2)nnc1-c1ccc(F)cc1	i	i
20	COCCCNC(=O)CNC(=O)c1cn(-c2ccccc2OC)c(=O)c2ccccc12	i	i
21	O=C(CSc1ccccn1)Nc1ccccc1F	i	i
22	CC1CCN(CCNC(=O)CCS(=O)(=O)c2ccc(Br)cc2)CC1	-5.3*	i
23	O=C([C@H](O)c1ccccc1)N1CCC[C@H]1CO	i	i
24	Cc1cc(C(=O)CSc2nc(N)cc(N)n2)c(C)n1-c1cccc(F)c1	i	i

(more compounds)
item	Compound	CHT block	CHT allo act
25	Cc1cc(NC(=O)COC(=O)C(C)Oc2ccc(Cl)cc2Cl)no1 (stereo not given)	i	i
26	CC(CCc1ccc(O)cc1)NCCC(c1ccccc1)c1ccccc1 (stereo not given)	i	i
27	COc1ccc(C(C)(C)C)cc1S(=O)(=O)n1ccnc1C	i	i
28	CC(C)C(=O)Nc1cccc(C(=O)NCCc2ccc(S(N)(=O)=O)cc2)c1	i	i
29	COc1ccc(-n2cc(-c3ccc(C)cc3)[n+]3c2SCC3)cc1	i	i
30	Cc1cccc(-n2c(-c3csc(C(C)C)c3)n[nH]c2=S)c1	i	i
31	COc1ccc(Cl)cc1NC(=O)CCc1nc(-c2ccccc2F)no1	i	i
32	CCOc1ccc(NC(=O)Cn2nnc(C(=O)NCc3cccs3)c2N)cc1	i	i
33	CC1CCN(c2cc(N(C)CCO)c([N+](=O)[O-])c3nonc23)CC1	i	i
34	CCOC(=O)c1c(C)nc(C)c(C(=O)OCC)c1-c1cccnc1	i	i
35	COC(=O)c1ccccc1NC(=O)CSc1n[nH]c(-c2cccnc2)n1	i	i
36	CCOc1cc(OCC)cc(C(=O)O)c1	i	i

Later entries.
item	Compound	CHT block	CHT allo act
37	O=C(c1cc(-c2ccc(Cl)cc2)n(-c2ccc(Cl)c(Cl)c2)n1)N1CCOCC1	i	i
38	COc1ccc(S(=O)(=O)N2CCCCCC2)cc1C(=O)OCC(=O)NC(C)(C)C	i	i
39	Cc1[nH]n(-c2ccccc2)c(=O)c1C=NCC1CCCO1 (stereo not given)	i	i
40	CC(/C=C1\SC(=S)N(NC(=O)c2ccc(C)cc2)C1=O)=C\c1ccccc1	i	i
41	Cc1sc2nc[nH]c(=O)c2c1-c1ccc(F)cc1	i	i
42	Nc1nnc(SCC(=O)NC2CCCCCC2)s1	i	i
43	Nc1ccccc1SCc1cc([N+](=O)[O-])cc2c1OCOC2	i	7.8*
44	O=C(N/N=C/c1cc(Br)ccc1O)c1ccccc1Cl	i	i
45	O=C(N1CCN(CCO)CC1)N1c2ccccc2CCc2ccccc21	i	i
46	O=C(CCN1CCN(C(c2ccccc2)c2ccccc2)CC1)N/N=C/c1ccc(O)cc1O	i	i
47	O=C(CCCC(=O)N(CC(=O)NC1CCCC1)c1cccc(F)c1)Nc1ccccn1	i	i
48	Cc1[nH]c2ccccc2c1Cc1n[nH]c(=S)o1	i	i

Going on with the list:
item	Compound	CHT block	CHT allo act
49	Cc1cccc2c(N=O)c(O)[nH]c12	i	i
50	Cc1ccc(S(=O)(=O)Nc2ccc(S(=O)(=O)N3CCOCC3)cc2)cc1	i	i
51	COc1cc(C(=O)Nc2ccc(S(=O)(=O)Nc3cc(C)on3)cc2)cc(OC)c1OC	i	i
52	O=Cc1c(NCc2ccco2)nc2ccccn2c1=O	i	i
53	Cc1cccc(N(C(=O)Cn2nnc3ccccc32)C(C(=O)NC(C)(C)C)c2ccsc2)c1 (stereo not given)	i	i
54	Cc1cccc(NC(=O)NCCN2CCN(c3ccccc3)CC2)c1C	i	i
55	CC1(C(=O)NCc2ccccn2)C=CCN1C(=O)c1ccccc1 (stereo not given)	i	i
56	CCOC(=O)C(C)Sc1ncnc2c1nnn2-c1ccc(F)cc1 (stereo not given)	i	i
57	COC(=O)c1c(NC(=O)CN2C(=O)NC3(CCc4ccccc4C3)C2=O)sc2c1CCCCC2 (stereo not given)	i	i
58	COC(=O)c1ccc(C23CC4(C2)[C@H](CN(Cc2ccc(-c5ccccc5)cc2)[C@@H]4c2ccccc2)C3c2ccc(Cl)nc2)cc1 (stereo not given in full)	i	i
59	COC(=O)c1c(NC(=O)c2ccnn2C)sc(C)c1C	i	i
60	COc1ccc(C2C(=O)N(CCc3ccccc3)CC(=O)N2C2CCCCC2)cc1 (stereo not given)	i	i

Next section:
item	Compound	CHT block	CHT allo act
61	CC1CCC(=C(C#N)c2nc(-c3cc4ccccc4oc3=O)cs2)CC1 (stereo not given)	i	i
62	CC(C)(C)C(=O)NC(CC(=O)O)c1ccccc1 (stereo not given)	i	i
63	CC(C)(C(=O)Nc1nccs1)c1ccccc1	i	i
64	CC(Cl)C(=O)Nc1cc(C(C)(C)C)nn1-c1ccccc1 (stereo not given)	i	i
65	Cc1snc(SCC(=O)c2ccc(F)cc2)c1C#N	i	i
66	O=C(CSCc1ccc(Cl)cc1Cl)Nc1nccs1	i	i
67	Cc1cc(NS(=O)(=O)c2ccccc2)c([N+](=O)[O-])cc1C	i	i
68	Cn1cc(-c2ccccc2C(=O)O)c(=O)c2cc(Cl)ccc21	i	i
69	O=C1C=C(NCCN2CCOCC2)CC(c2ccccc2)C1 (stereo not given)	i	i
70	COc1ccc(N/C=C(/C(C)=O)c2ccccc2)cc1	i	i
71	CCOC(=O)c1ccc(S(=O)(=O)NNC(=O)COc2cccc(C)c2)cc1	i	i
72	CCN1CCN(C(=O)C2CCN(S(=O)(=O)N3CCC4(CC3)OCCO4)CC2)CC1	i	i

Continuation.
item	Compound	CHT block	CHT allo act
73	COc1cc(OC)c(C2C(C#N)=C(N)OC3=C2C(=O)CC(C)C3)cc1OC (stereo not given)	i	i
74	Cc1noc(C)c1S(=O)(=O)NCCc1ccc(S(N)(=O)=O)cc1	i	i
75	CCCCn1c(=O)[nH]c(=O)c2c1nc(-c1ccc(OCCC)c(OCC)c1)n2C	i	i
76	Cc1csc(NC(=O)c2cccc(Cn3nc(C)c(Br)c3C)c2)n1	i	i
77	CC(C)c1ccc(N2C(=O)C(Cl)=C(N3CCOCC3)C2=O)cc1	i	i
78	O=C(NC(=S)NC1CCCCCC1)c1cncc(Br)c1	i	i
79	NC(=O)C1(N2CCCCC2)CCN(C(=O)CSc2nc3ccccc3s2)CC1	i	i
80	NC(=O)NCC(c1ccccc1)C1CCCCC1 (stereo not given)	i	i
81	COc1ccc(C2C(C#N)=C(N)N3C(=C2C#N)Sc2ccccc23)cc1 (stereo not given)	i	i
82	CC(=O)c1ccc(NC(=S)N2CCCCCC2)cc1	i	i
83	CCC(C)NCCOc1cccc(Br)c1 (stereo not given)	i	i
84	Cc1csc(SCC(=O)NC(C)C2CC3CCC2C3)n1 (stereo not given)	i	i

85: O=C(COC(=O)c1cc(Cl)ccc1O)NNC(=O)c1ccc([N+](=O)[O-])cc1
86: CCCc1cc2c(cc1NC(=O)c1ccccc1F)OCO2
87: Cc1nonc1C(=O)N/N=C/c1ccncc1
88: COc1ccccc1CC(=O)Nc1ccc2c(c1)CCC2
89: CCSc1nnc(Cn2c(=O)sc3ccccc32)n1-c1ccccc1C
90: O=C(CNS(=O)(=O)c1ccc(F)cc1)N1CCCC1
91: COC(=O)c1c(C(=O)OC)c(-c2ccccc2)n2c1CS(=O)C2 (stereo not given)
92: CC(c1ccco1)N(Cc1ccco1)C(=O)Nc1ccccc1 (stereo not given)

| assay / entry | 85 | 86 | 87 | 88 | 89 | 90 | 91 | 92 |
| --- | --- | --- | --- | --- | --- | --- | --- | --- |
| CHT block | i | i | i | i | i | i | i | i |
| CHT allo act | i | i | i | i | i | i | i | i |

93: Cn1nnc2cc(C(=O)N3CCSCC3)ccc21
94: COc1ccc(Nc2cc(C(=O)NCCCN3CCOCC3)c3ccccc3n2)cc1OC
95: O=C(COc1ccccc1)Nc1nccs1
96: CN(C)c1ccc(C(=S)N2CCOCC2)cc1
97: C=CCNC(=O)N1CCCC(C(=O)c2cccc(Cl)c2)C1 (stereo not given)
98: COc1ccc(C2CC(c3ccc4ccccc4c3OC(C)=O)=NN2C(C)=O)cc1 (stereo not given)
99: CCCc1n[nH]c(=O)c2c1nnn2Cc1ccccc1
100: Cc1ccc(CNS(=O)(=O)c2c(C)nc3scc(C)n3c2=O)cc1

| assay / entry | 93 | 94 | 95 | 96 | 97 | 98 | 99 | 100 |
| --- | --- | --- | --- | --- | --- | --- | --- | --- |
| CHT block | i | i | i | i | i | i | i | i |
| CHT allo act | i | i | i | i | i | i | i | i |

101: CCC(C)[C@H](NC(=O)CCn1nnc2ccccc2c1=O)C(=O)O (stereo not given in full)
102: Cc1noc(/C=C/N(C)C)c1S(=O)(=O)N1CCc2ccccc21
103: O=c1ccsn1Cc1ccccc1
104: O=C(CSc1nc2c([nH]c3ccccc32)c(=O)n1-c1cccc(Cl)c1)N1CCOCC1
105: CS/C(=C\[N+](=O)[O-])Nc1ccccc1
106: O=C(Nc1ccc(NC(=O)c2cccs2)c(Cl)c1)c1ccco1
107: O=C(CN1CCN(c2ccccc2)CC1)Nc1ccc2c(c1)OCCO2
108: Cc1c(NC(=S)NC(=O)c2ccccc2Br)c(=O)n(-c2ccccc2)n1C

| assay / entry | 101 | 102 | 103 | 104 | 105 | 106 | 107 | 108 |
| --- | --- | --- | --- | --- | --- | --- | --- | --- |
| CHT block | i | i | i | i | i | i | i | i |
| CHT allo act | i | i | i | i | i | i | i | i |

109: CCCC1C(C(=O)OCC)=C(C)NC(C)=C1C(=O)OCC
110: Cc1nnc(SCc2ccon2)n1-c1ccccc1
111: Cc1cc(N2C(=O)C(=O)/C(=C(/O)c3ccccc3)C2c2cccs2)no1 (stereo not given)
112: CCN1C(=O)C2(C(C#N)=C(N)Oc3n[nH]c(-c4ccccc4)c32)c2ccccc21 (stereo not given)
113: COc1ccc(C(=O)N/C(=C\c2cn(S(=O)(=O)N(C)C)c3ccccc23)C(=O)N2CCOCC2)cc1
114: O=C(CN1CCCC1)N/N=C/c1c(O)ccc2ccccc12
115: CC(C)CC(=O)Nc1cccc(-c2cn3ccsc3n2)c1
116: CCOC(=O)c1c(C)[nH]c(C)c1S(=O)(=O)NCCN1CCN(c2ccccc2F)CC1

| assay / entry | 109 | 110 | 111 | 112 | 113 | 114 | 115 | 116 |
| --- | --- | --- | --- | --- | --- | --- | --- | --- |
| CHT block | i | i | i | i | i | i | i | i |
| CHT allo act | i | i | i | i | i | i | i | i |

117: Cc1cc(C)c2nc(SCC(=O)NNC(=O)c3ccco3)c(C)cc2c1
118: CN(C)c1ccc(CNn2cnnc2SCC(=O)NC(C)(C)C)cc1
119: CCOc1ccc(OCC(=O)OC(C)C(=O)Nc2ccc(Cl)cn2)cc1 (stereo not given)
120: Cc1cc(C)cc(N(C(=O)CNC(=O)c2ccco2)C(C(=O)NC2CCCC2)c2cccnc2)c1 (stereo not given)
121: O=C(NCc1cccnc1)Nc1cccc(F)c1
122: O=C(NCc1ccco1)c1cccc(NC(=O)c2ccco2)c1
123: Nc1ccc2c(c1)nnn2-c1ccccc1
124: COc1ccccc1NC(=O)CCS(=O)(=O)c1ccccc1

| assay / entry | 117 | 118 | 119 | 120 | 121 | 122 | 123 | 124 |
| --- | --- | --- | --- | --- | --- | --- | --- | --- |
| CHT block | i | i | i | i | i | i | i | i |
| CHT allo act | i | i | i | i | i | i | i | i |

125: Cc1ccccc1NC(=O)c1ccc(Cl)c(NC(=O)c2cccnc2)c1
126: COc1ccccc1NC(=O)CSc1nncn1N
127: COC(=O)CN1C(=O)N(c2ccccc2)C(N(O)C(=O)Nc2ccccc2)C1(C)C (stereo not given)
128: CCN(CC(=O)NCc1ccc(F)cc1)C(=O)COc1ccc(C)c(C)c1

| assay / entry | 125 | 126 | 127 | 128 |
| --- | --- | --- | --- | --- |
| CHT block | i | i | i | i |
| CHT allo act | i | i | i | i |
